Gli-Sufu block = Gli-Sufu pathway antagonists, primary screen, luciferase luminescence, Sufu-KO-LIGHT cells, uHTS; Sufu-KO-LIGHT fibroblasts, Gli luciferase reporter luminescence; inhibition, % at 5 µM; 340,000 tested, 0.74% active; AID 588413, 2011;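 active = inhibition above about 55%, limit read from the data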;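 also: 0% = DMSO-treated cells and 100% = wells with medium but no cells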
Apaf1 inhib = inhibitors of human Apaf-1 apoptosome, primary screen, biochemical, DEVD-Rh110 fluorescence, uHTS. Apoptotic protease-activating factor 1 (Homo sapiens), O14727. reconstituted apoptosome caspase-3 activity. inhibition, % at 20 µM. 330,000 tested, 0.71% active. AID 489030, 2010; active = inhibition of at least 40% at 20 µM;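 also: plate controls were DMSO wells for no effect and DEVD-CHO caspase inhibitor wells for full effect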
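Assay system: Apoptosome proteins | Medium: pH 7.5 Hepes buffer with CHAPS, BSA, DTT | Also added: Cytochrome c and DEVD-Rh110 substrate | Times: 30 min plus 50 min, RT | Detection: Rhodamine 110 fluorescence at Ex 480/Em 540 nm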
SENP8 block = SENP8 protease inhibitors, primary screen, biochemical, luminescence; Sentrin-specific protease 8 (Homo sapiens), Q96LD8; purified SENP8, Z-RLRGG-aminoluciferin cleavage; inhibition, % at 10 µM; 330,000 tested, 1.2% active; AID 2540, 2010
Target sequence (Q96LD8 whole entry, looked up): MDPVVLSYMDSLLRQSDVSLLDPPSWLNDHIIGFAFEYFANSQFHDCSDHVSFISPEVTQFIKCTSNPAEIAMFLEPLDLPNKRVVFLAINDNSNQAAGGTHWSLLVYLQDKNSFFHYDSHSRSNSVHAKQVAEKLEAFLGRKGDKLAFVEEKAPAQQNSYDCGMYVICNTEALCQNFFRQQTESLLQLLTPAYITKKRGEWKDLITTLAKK
Jurkat NFkB inh = inhibitors of induced NF-kB luciferase reporter, primary screen, TCR NF-kB activation inhibitor project, cell-based, luminescence, uHTS. 330,000 tested, 0.53% active. Jurkat, PMA/ionomycin-induced NF-kB luciferase reporter. inhibition, % at 4 µM
UBC13 polyUb = UBC13 polyubiquitin chain formation inhibitors, primary screen, biochemical, TR-FRET, uHTS | Ubiquitin-conjugating enzyme E2 N (Homo sapiens), P61088 | inhibition, % at 20 µM | 330,000 tested, 0.47% active; in the data active = inhibition above about 45%, passing the limit was not always enough
Target sequence (P61088 whole entry, looked up): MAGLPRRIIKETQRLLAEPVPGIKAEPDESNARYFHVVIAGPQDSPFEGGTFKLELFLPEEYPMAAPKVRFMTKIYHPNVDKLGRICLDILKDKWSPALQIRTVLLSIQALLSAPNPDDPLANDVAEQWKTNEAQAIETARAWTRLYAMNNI
SENP7 inh = SENP7 protease inhibitors, primary screen, biochemical, luminescence, uHTS; recombinant SENP7, Z-RLRGG-aminoluciferin luminescence, 40 min; AID 434973, 2010; inhibition, % at 5 µM; 330,000 tested, 1.5% active; Sentrin-specific protease 7 (Homo sapiens), Q9BQF6;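 active = inhibition above about 50% at the single test dose, limit read from the data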;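 also: plate controls were DMSO with enzyme for no effect and no enzyme buffer wells for full effect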
Target sequence (Q9BQF6 706-1050 limits assumed): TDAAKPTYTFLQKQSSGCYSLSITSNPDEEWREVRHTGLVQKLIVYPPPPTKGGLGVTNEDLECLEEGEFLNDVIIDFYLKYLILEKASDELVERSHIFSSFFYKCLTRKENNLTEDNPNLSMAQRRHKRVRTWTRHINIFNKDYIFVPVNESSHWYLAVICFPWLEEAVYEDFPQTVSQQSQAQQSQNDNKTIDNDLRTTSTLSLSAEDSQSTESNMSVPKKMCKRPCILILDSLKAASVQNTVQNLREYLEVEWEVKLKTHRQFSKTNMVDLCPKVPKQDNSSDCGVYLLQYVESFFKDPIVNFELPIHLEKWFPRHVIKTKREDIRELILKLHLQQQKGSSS
697 NFkB inh = inhibitors of PMA/ionomycin-induced NF-kB reporter, 697 cells, primary screen, B-cell NF-kB inhibitor project, cell-based, luminescence, uHTS; 697 B-cell NF-kB luciferase reporter, 16 h; inhibition, % at 4 µM; 330,000 tested, 0.33% active; AID 435022, 2010; in the data active = inhibition above about 35%
HKDC1 inhibitor = HKDC1 hexokinase inhibitors, primary screen, biochemical, fluorescence, uHTS; Q2TB90; recombinant HKDC1, G6PDH/diaphorase resazurin coupled fluorescence; inhibition, % at 20 µM; 340,000 tested, 0.16% active; AID 493160, 2011;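 active = inhibition above about 35% when tested at 20 µM, limit read from the data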;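 also: plate controls were DMSO wells with enzyme for no effect and DMSO wells lacking enzyme for full effect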
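Assay system: recombinant HKDC1 hexokinase; detection: coupled resazurin fluorescence, excitation 525 nm, emission 613 nm; benchmarks: DMSO-plus-enzyme-mix negative control, buffer-substituted positive control; compound dosing: single 20 µM dose; schedule: 90 min at room temperature in dark; also added: glucose plus 1 mM ATP as hexokinase substrates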
Numbers without * were called inactive; nt = no result given; & = joins results of further samples. Rule as the data show it, unless noted: active = inhibition above about 50%; inactive = the rest.

Value order: Gli-Sufu block	Apaf1 inhib	SENP8 block	Jurkat NFkB inh	UBC13 polyUb	SENP7 inh	697 NFkB inh	HKDC1 inhibitor
> O=C(Nc1ccccc1F)C1CCN(C(=O)NCc2ccccc2)CC1
  -11	-6	-3	-13	4	-9	11	0
> CS(=O)(=O)c1ccc(Cl)c(NC(=O)CSc2nncn2-c2ccccc2)c1
  -8	7	2	6	-3	4	-7	-3
> CC1(C)C(c2cccs2)=NC(c2ccccc2)N1O (stereo not given)
  -2	-19	4	8	7	4	17	-14
> CCN(C(=O)COC(=O)CSc1ccc(C)c(C)c1)C1CCS(=O)(=O)C1 (stereo not given)
  4	-2	-3	4	-11	-12	-33	-5
> Nn1c(Nc2ccccc2)nc2sc3c(c2c1=O)CCCC3
  -5	21	-8	-20	-17	-7	-14	-3
> Cc1ccc(N2CC(C(=O)N3CCC(C(=O)Nc4ccc(Br)cc4)CC3)CC2=O)cc1 (stereo not given)
  18	5	1	5	4	-4	8	6
> CC(C)COC(=O)c1cc(-c2ccc(/C=N/n3cnnc3)o2)ccc1Cl
  -6	11	-1	-16	10	7	-35	1
> CC(=O)N1C(C(=O)O)Cc2c([nH]c3ccccc23)C1C (stereo not given)
  -1	-11	-5	-2	-11	7	3	5
> COc1ccc(CNC(=O)c2ccc3c(=O)n4c(nc3c2)CCCCC4)cc1OC
  20	-1	-7	29	4	2	-26	-3
> O=C(Cc1ccccc1)N1CCC(c2nc3ccccc3[nH]2)CC1
  1	-2	5	4	4	4	16	-10
> C[C@H]1O[C@@H](O[C@H]2[C@@H](O)C[C@H](O[C@H]3[C@@H](O)C[C@H](O[C@H]4CC[C@@]5(C)[C@H](CC[C@@H]6[C@@H]5C[C@@H](O)[C@]5(C)[C@@H](C7=CC(=O)OC7)CC[C@]65O)C4)O[C@@H]3C)O[C@@H]2C)C[C@H](O)[C@@H]1O
  -29	-4&-9	3&-3	96*	2&-7	-1&1	92*	1
> O=c1[nH]c(NC2CCCCC2)nnc1Cc1ccccc1
  6	1	-3	14	3	6	17	-1
> COc1ccc(NC(=O)CCCN2C(=O)C(c3ccccc3)Oc3cccnc32)c(OC)c1 (stereo not given)
  24	5	-1	18	-6	12	-30	-5
> CN(C)S(=O)(=O)c1cccc(-c2nnc(SCc3ccc4c(c3)OCCO4)o2)c1
  -69	3	9	7	1	4	8	1
> COc1ccc(C2CN=NC23CCCc2ccccc2C3=O)cc1 (stereo not given)
  -8	11	-3	5	4	1	-31	2
> CCOC(=O)c1cnc2nc(Cc3ccccc3)[nH]n2c1=O
  1	0	-6	-18	2	0	-14	-2
> COc1ccc(CN2C[C@]3(CO)O[C@@H](CO)C[C@@H]3S2(=O)=O)cc1
  10	6	nt	nt	nt	3	11	6
> Cc1nn(-c2ccccc2)c2c1C(c1ccc(Cl)cc1)N(c1ccccc1)C(=O)N2 (stereo not given)
  -7	0	6	20	6	0	17	7
> COc1ccc(/C=C2\CCC/C(=C\c3ccc(OC)c(OC)c3OC)C2=O)c(OC)c1OC
  30	31	-9	0	-19	-1	-43	8
> O=C(COc1coc(CN2CCN(c3ccccc3)CC2)cc1=O)NC1CCCC1
  -1	-7	3	9	-1	0	4	-7
> O=S1(=O)c2ccccc2N=NN1Cc1cc(Cl)cc(Cl)c1
  nt	-4	1	4	-14	0	-2	nt
> CC(=O)Nc1cccc(-c2nnc3c4ccccc4c(C)nn23)c1
  nt	7	-8	-11	-10	-6	1	nt
> Cc1cc(C)cc(N2CCCn3c2nc2c3c(=O)[nH]c(=O)n2C)c1
  7	0	1	32	0	3	17	1
> N#Cc1ccccc1OCC(=O)N(Cc1nnc(-c2ccccc2Cl)o1)C1CC1
  3	5	15	11	7	-2	21	-7
> CCCCCN(CCCCC)C(=O)C(CCC(=O)O)NC(=O)c1ccc(Cl)c(Cl)c1 (stereo not given)
  0	5	-7	5	-35	-8	1	4
> CCC(=O)Nc1cccc(-c2cn3ccsc3n2)c1
  1	5	-8	-16	-8	-9	-5	-5
> COc1cc2c(c(OC)c1OC)C(c1ccc3c(c1)OCO3)CC(=O)O2 (stereo not given)
  0	11	nt	nt	nt	-2	-8	-3
> COC(=O)C1=C(C)N(Cc2ccccc2)C(=NCc2cc(OC)c(OC)c(OC)c2)N[C@H]1c1cccc(F)c1
  8	12	9	6	30	-3	-8	2
> Cc1ccc(Sc2nc([N+](=O)[O-])nn2C)cc1
  -4	-3	2	-3	-4	1	5	14
> Cc1ccc(C(=O)NC(N(C)C)C(Cl)(Cl)Cl)cc1 (stereo not given)
  -15	-5	-10	-4	-20	-6	1	-8

Value order: Gli-Sufu block	Apaf1 inhib	SENP8 block	Jurkat NFkB inh	UBC13 polyUb	SENP7 inh	697 NFkB inh	HKDC1 inhibitor
> COc1ccc([N+](=O)[O-])cc1N(CC(=O)N1CCN(Cc2ccccc2)CC1)S(C)(=O)=O
  -12	-1	-6	-14	-13	-10	-30	2
> O=C(N/N=C1\CCCc2oc(C(=O)O)cc21)c1ccccc1
  -3	12	0	-25	-2	7	-2	0
> O=C(Nc1ccc(F)cc1F)c1cc(=O)n(-c2ccccc2)c(=O)[nH]1
  -8	-8	1	12	3	-1	10	-14
> C/C(CC(=O)NC1CCCC1)=N\NC(=O)Cc1csc(N)n1
  -1	0	9	2	8	-5	19	0
> O=C1N[C@@H](c2ccccc2)COC(=O)[C@@H](Cc2ccc(F)cc2)C/C=C\C[C@H]1CC(=O)N(CCO)Cc1ccccc1
  17	30	-4	-1	-9	-5	2	4
> C#CCOc1c(/C=C\c2nc(O)c([N+](=O)[O-])c(=O)[nH]2)cc(Br)cc1OC
  -2	12	5	15	-4	-8	-3	14
> COc1cccc(NC(=O)COc2cccc(-n3cnnn3)c2)c1
  -2	-7	-3	-1	8	5	19	-8
> COc1cc2c(cc1OC)C(C)N(C(=O)c1cc3c(C)cc(C)cc3[nH]1)CC2 (stereo not given)
  1	24	0	39	2	1	-6	0
> COc1ccccc1OCC(=O)Nc1cccc(N(C)S(C)(=O)=O)c1
  3	-9	-2	17	13	-2	15	14
> Cc1ccccc1N1CCN(C2CCCN(C(=O)c3csc(C(C)C)n3)C2)CC1 (stereo not given)
  29	10	-3	3	-2	-1	11	-1
> CCOc1ccc(OCC)c(NC(=O)C2CCCN(S(=O)(=O)c3ccc(C)cc3)C2)c1 (stereo not given)
  -4	14	1	14	-10	-5	-25	1
> O=C(COC(=O)c1ccc[n+]([O-])c1)Nc1c(Br)cc([N+](=O)[O-])cc1Br
  nt	-5	0	10	-6	-1	8	nt
> Cc1ccc[n+](C(C)C(=O)Nc2ccc([N+](=O)[O-])cc2C)c1 (stereo not given)
  8	-23	-1	13	17	7	11	-3
> c1ccc(-c2nc3ccccn3c2NCc2ccc3c(c2)OCO3)cc1
  -4	12	1	-11	17	-3	-22	-4
> COC(=O)[C@H]1C[C@@H]1[C@H](NC(=O)c1cc(C)on1)c1ccccc1
  29	2	-9	6	-6	-8	-13	-3
> COc1ccc(Oc2cc(C(F)(F)F)nc(N(C)C)n2)cc1
  3	17	1	-7	1	3	12	-9
> CCc1nc(SCC(=O)Nc2ccccc2C)n[nH]1
  -1	2	-2	7	-7	13	-24	-6
> Cc1cccc(NC(=O)CSc2ccc(-c3ccccn3)nn2)c1C
  -8	0	-8	-8	-9	3	15	-2
> O=C(CN1CCN(c2ccccc2)CC1)NC(=O)NCc1ccco1
  3	-18	3	-4	-5	5	-12	-12
> NCCOc1ccccc1Cc1ccccc1
  -3	-6	3	12	13	3	7	-4
> COc1cccc(C2NC(=O)NC(C)=C2C(=O)Nc2cccc(C)c2C)c1 (stereo not given)
  3	-4	-3	2	12	1	6	-4
> COc1ccccc1/C=N\Nc1ccccc1[N+](=O)[O-]
  -65	-16	90*	-135	-72	99*	-183	-1
> O=C(c1ccc(F)cc1)c1ccc(N2CCCC2)cc1
  1	17	2	-61	37	10	-73	6
> Cc1ccc(NC(=O)CSC2=C(C#N)C(c3ccco3)C3=C(CC(C)(C)CC3=O)N2)cc1 (stereo not given)
  11	15	-4	-12	5	6	13	2
> CCOc1ccc(N(C(=O)CNC(=O)c2cccs2)C(C(=O)NCC2CCCO2)c2ccc(OC)c(OC)c2)cc1 (stereo not given)
  19	-5	3	6	6	3	7	-7
> Cc1ccc(NC(=O)COC(=O)C2CCC(=O)N2)c([N+](=O)[O-])c1 (stereo not given)
  -2	-3	2	11	2	-1	-3	-10
> COc1ccc(NC(=O)c2ccc(Br)c(S(=O)(=O)N3CCOCC3)c2)cc1
  -12	9	2	5	-4	5	-8	1
> CCN1CNC(=S)N(c2cccc(C)c2C)C1
  3	5	-2	-11	-1	10	-20	-8
> COc1ccc(NC(=O)c2ccc3c(=O)n(Cc4ccco4)c(=S)[nH]c3c2)c(OC)c1
  13	24	3	-2	3	-2	-22	-3
> CN(CCOc1ccccc1)C(=O)CCc1nc2sc3c(c2c(=O)[nH]1)CCCC3
  -8	23	-1	-13	-2	3	-7	-1

Value order: Gli-Sufu block	Apaf1 inhib	SENP8 block	Jurkat NFkB inh	UBC13 polyUb	SENP7 inh	697 NFkB inh	HKDC1 inhibitor
> O=C(NCCc1ccccc1Cl)C1CCC(=O)N(Cc2cccc(C(F)(F)F)c2)C1 (stereo not given)
  1	10	5	9	2	-7	17	-2
> CCC(=O)NCCc1nc2ccccc2[nH]1
  5	-8	-3	-9	2	-4	-22	-3
> CC1(c2cc(F)ccc2F)NC(=O)N(CC(=O)Nc2cccc(S(=O)(=O)N3CCCC3)c2)C1=O (stereo not given)
  6	-8	-3	-1	4	-1	10	1
> Cc1ccc(/C=C/C(=O)N2CCN(c3ccc(F)cc3)CC2)o1
  -6	20	5	-3	-8	3	-11	1
> C=C1CCN(c2ccc(C(=O)NCc3ccc(C)cc3)cc2[N+](=O)[O-])CC1
  -12	6	-4	14	1	2	4	2
> N#Cc1ccsc1NC(=O)CCN1CCN(C(c2ccccc2)c2ccccc2)CC1
  53	22	-2	-5	-6	0	3	-3
> COc1ccc([N+](=O)[O-])cc1NC(=O)C(C)NNC(=O)c1cccc([N+](=O)[O-])c1 (stereo not given)
  7	-5	0	-8	-1	6	11	3
> COc1ccc(Br)cc1CNCCSc1nnnn1C
  5	-4	-10	3	-5	1	9	1
> CN(Cc1ccon1)C(=O)CC1C(=O)NCCN1Cc1cccc(Oc2ccccc2)c1 (stereo not given)
  -2	4	-4	-10	3	10	3	1
> O=C1C(=O)N(CCO)C(c2cccc(F)c2)/C1=C(\O)c1ccc(Cl)cc1 (stereo not given)
  24	-9	2	10	-19	1	-18	-1
> O=C(CCN1CCN(S(=O)(=O)c2ccc(Cl)cc2)CC1)Nc1ccc(F)cc1
  4	-1	-9	-6	-4	-18	-5	-1
> CC(=O)Nc1cccc(NC(=O)COc2nncc3ccccc23)c1
  -1	-6	-10	12	20	-8	15	-6

Molecules listed so far that have a COOH group, in the order listed:
Value order: Gli-Sufu block	Apaf1 inhib	SENP8 block	Jurkat NFkB inh	UBC13 polyUb	SENP7 inh	697 NFkB inh	HKDC1 inhibitor
> CC(=O)N1C(C(=O)O)Cc2c([nH]c3ccccc23)C1C (stereo not given)
  -1	-11	-5	-2	-11	7	3	5
> CCCCCN(CCCCC)C(=O)C(CCC(=O)O)NC(=O)c1ccc(Cl)c(Cl)c1 (stereo not given)
  0	5	-7	5	-35	-8	1	4
> O=C(N/N=C1\CCCc2oc(C(=O)O)cc21)c1ccccc1
  -3	12	0	-25	-2	7	-2	0

Bioassay records (PubChem)
